IDH1 R132H inh = qHTS for Inhibitors of mutant isocitrate dehydrogenase 1 (IDH1): qHTS. IDH1-R132H enzyme, NADPH consumption, diaphorase/resazurin fluorescence. Potency, µM (highest dose often 76.6 µM), for inactives: at the highest dose activity change, negative = inhibition, hits mostly inhibitors. 0.093% of 390,000 active. AID 602179, 2012; further: on the % scale 0 is the no-effect control and ±100 the full control effect; nearly all actives have a fitted effect of over 65% in size
Target sequence (O75874 whole entry R132H, stated change not applied): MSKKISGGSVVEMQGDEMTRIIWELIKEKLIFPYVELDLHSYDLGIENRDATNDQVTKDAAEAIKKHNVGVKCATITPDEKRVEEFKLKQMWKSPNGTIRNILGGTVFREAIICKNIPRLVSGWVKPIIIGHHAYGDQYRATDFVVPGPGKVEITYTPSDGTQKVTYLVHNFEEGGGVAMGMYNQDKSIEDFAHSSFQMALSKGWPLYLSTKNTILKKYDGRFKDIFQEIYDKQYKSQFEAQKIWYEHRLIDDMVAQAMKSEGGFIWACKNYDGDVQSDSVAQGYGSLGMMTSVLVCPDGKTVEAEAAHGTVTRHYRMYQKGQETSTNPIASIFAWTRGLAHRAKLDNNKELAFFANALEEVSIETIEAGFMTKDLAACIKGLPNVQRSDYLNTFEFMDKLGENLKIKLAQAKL
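IDH1-R132H (0.5 ug/mL) preincubated 30 min with compound, then NADPH (0.016 mM) and alpha-KG (2 mM) added; 80 min at RT, pH 7.5. Remaining NADPH coupled via diaphorase/resazurin to fluorescence (540/590 nm); concentration-response curves normalized to no-enzyme control.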
rTrxR1 inhibitor = qHTS Assay for Inhibitors of Mammalian Selenoprotein Thioredoxin Reductase 1 (TrxR1): qHTS; 1% of 390,000 active; Potency, µM (highest dose often 114 µM), inactives show at the highest dose activity change, negative = inhibition, actives largely listed as inhibitors; Thioredoxin reductase 1, cytoplasmic (Rattus norvegicus), O89049; AID 588453, 2011; recombinant rTrxR1, NADPH fluorescence consumption, selenite substrate; further: on the % scale 0 is the no-effect control and ±100 the full control effect; nearly all actives have a fitted effect of over 65% in size
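Rat TrxR1 (90 nM in the dispensed reagent) was pre-reduced with 400 uM NADPH for 5 min at room temperature, then incubated with compound for 15 min. After 400 uM selenite was added, NADPH fluorescence (Ex 340/Em 450 nm) was followed for 8 min.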
RGS4 inhibitor = Inhibitors of Regulator of G Protein Signaling (RGS) 4: qHTS. Regulator of G-protein signaling 4 (Homo sapiens), P49798. Transcreener GDP fluorescence polarization, RGS4-accelerated GTP hydrolysis. Potency, µM (doses to about 114 µM), for the others: top-dose activity change, negative = inhibition, most hits filed as inhibitors. 0.039% of 390,000 active. AID 504845, 2011; further: on the % scale 0 is the no-effect control and ±100 the full control effect; nearly all actives have a fitted effect of over 75% in size; some results filed as inactive show a strong effect at the top dose
Target sequence (P49798 whole entry, looked up): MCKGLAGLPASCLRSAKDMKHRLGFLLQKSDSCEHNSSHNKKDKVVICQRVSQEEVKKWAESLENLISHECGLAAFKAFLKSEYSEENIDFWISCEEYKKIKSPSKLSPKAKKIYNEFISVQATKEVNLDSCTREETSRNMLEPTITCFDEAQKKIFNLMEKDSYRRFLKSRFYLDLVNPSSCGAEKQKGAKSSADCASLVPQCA
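MLSMR compounds (23 nl, pin-transferred) preincubated 10 min at room temperature with a 500nM (2x) first reagent, then RGS4 at 900nM (2x) plus Transcreener GDP mix added; fluorescence polarization (620/688 nm) read before and after 90 min at 30 °C.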
Vif-APOBEC3G blk = qHTS for Inhibitors of Vif-A3G Interactions: qHTS; DNA dC->dU-editing enzyme APOBEC-3G (Homo sapiens), Q9HC16; HeLa A3G-eYFP + Vif (tagged APOBEC3G with the HIV-1 protein that degrades it), YFP fluorescence, overnight; Potency, µM (doses to about 46.1 µM), inactives show top-dose activity, negative = active, actives largely listed as inhibitors; 0.076% of 410,000 active; AID 602310, 2012;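 further: on the % scale 0 is the no-effect control and ±100 the full control effect; nearly all actives have a fitted effect of over 60% in size; hits raise eYFP signal because A3G escapes Vif-driven loss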
Target sequence (Q9HC16 whole entry, looked up): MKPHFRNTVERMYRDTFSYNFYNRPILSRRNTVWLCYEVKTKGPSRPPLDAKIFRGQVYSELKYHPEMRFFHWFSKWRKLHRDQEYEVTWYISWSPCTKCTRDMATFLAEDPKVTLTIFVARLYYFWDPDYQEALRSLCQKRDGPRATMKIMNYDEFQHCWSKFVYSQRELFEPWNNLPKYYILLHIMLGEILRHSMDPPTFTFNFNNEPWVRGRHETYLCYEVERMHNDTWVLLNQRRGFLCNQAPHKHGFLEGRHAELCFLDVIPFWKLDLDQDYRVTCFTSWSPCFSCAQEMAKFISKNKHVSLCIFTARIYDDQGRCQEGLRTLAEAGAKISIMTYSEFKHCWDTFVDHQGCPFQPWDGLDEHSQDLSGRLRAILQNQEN
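Read-out is eYFP fluorescence (Ex 488/Em 500-530) from Vif-expressing HeLa A3G-eYFP cells; more signal means A3G escaped Vif-mediated degradation. Cells plated overnight, compound pinned in, incubated overnight at 37 deg C.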
TrxR1 substrate = qHTS Assay for Substrates of Mammalian Selenoprotein Thioredoxin Reductase 1 (TrxR1): qHTS | purified TrxR1 substrate turnover, NADPH consumption readout | Potency, µM (doses to about 114 µM), without a hit: at the highest dose activity change, negative = substrate turnover | 0.01% of 390,000 active; further: on the % scale 0 is the no-effect control and ±100 the full control effect; nearly all actives have a fitted effect of over 50% in size
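Rat TrxR1, dispensed at 90 nM, was prereduced with 400 uM NADPH (final) for 5 min at ~22 deg C, then incubated with compound 15 min before 400 uM selenite. A first-read NADPH fluorescence drop versus no-compound background flagged substrates.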
USP1-UAF1 inh = Inhibitors of USP1/UAF1: Primary Screen. Ubiquitin carboxyl-terminal hydrolase 1 (Homo sapiens), O94782. recombinant USP1/UAF1, Ub-Rhodamine cleavage fluorescence. Potency, µM (titrated, usually from 57.1 µM), for inactives: at the top dose activity change, negative = inhibition, hits mostly inhibitors. 0.23% of 390,000 active. AID 743255, 2014; further: on the % scale 0 is the no-effect control and ±100 the full control effect; nearly all actives have a fitted effect of over 60% in size; inactives centre near -12
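Step one: compound is pinned into 1nM USP1/UAF1 in HEPES pH 7.8 buffer with TCEP. Step two: 15 min room-temperature incubation. Step three: Ub-Rho (150nM final) starts cleavage, tracked by fluorescence over six one-minute reads.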
12-LOX inh = Primary qHTS assay for inhibitors of human arachidonate 12S-lipoxygenase (ALOX12): Round 2. purified 12hLO, xylenol orange hydroperoxide absorbance. Potency, µM (titrated, usually from 108 µM), inactives show top-dose activity change, negative = inhibition, hits mostly inhibitors. 1.1% of 580,000 active. AID 1671190, 2021; further: on the % scale 0 is the no-effect control and ±100 the full control effect
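Hydroperoxide product was detected by ferrous iron/xylenol orange as the 573 to 405 nm absorbance ratio. Arachidonic acid at 40 uM (final) was turned over for 30 min at room temperature by 150 nM human 12hLO, pH 7.0 Hepes buffer, after 15 min compound preincubation.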
Vif-APOBEC3F blk = qHTS for Inhibitors of Vif-A3F Interactions: qHTS; 0.2% of 390,000 active; HeLa A3F-eYFP + Vif (tagged APOBEC3F with the HIV-1 protein that degrades it), YFP fluorescence increase; Potency, µM (titrated, usually from 46.1 µM), for the others: at the highest dose activity, negative = active; AID 602313, 2012; further: % of control where 0% means no effect; nearly all actives have a fitted effect of over 65% in size
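HeLa cells stably expressing Vif plus C-terminally eYFP-tagged A3F were seeded, incubated overnight at 37 deg C, dosed with compound, incubated overnight again at 37 deg C. Yellow fluorescence (Ex 488/Em 500-530) reported blocked Vif-mediated A3F-eYFP degradation.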
RXFP1 ag = qHTS Assay for Agonists of the Relaxin Receptor RXFP1; Relaxin receptor 1 (Homo sapiens), Q9HBX9; HEK293T-RXFP1 cAMP TR-FRET, 30 min; response scale: percent of porcine relaxin response, buffer zero; Potency, µM (highest dose often 57.5 µM), without a hit: top-dose activation, hits mostly activators; 0.3% of 370,000 active; further: on the % scale 0 is the no-effect control and ±100 the full control effect; nearly all actives have a fitted effect of over 60% in size; many of its hits are not listed in these tables
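HEK293T cells stably expressing RXFP1 were pretreated with the PDE4 inhibitor Ro 20174, exposed to compounds for 30 min at 37C, lysed, and cAMP was read by TR-FRET. Data normalized to buffer (basal) and 29 nM porcine relaxin (100%).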
Numbers without * were called inactive; ? = inconclusive; / = no result given; [ ] = another dose, or the depositor's remark. The call rests on the fitted dose curve; in most records, active means well fitted curve in the direction sought with a large enough effect; inconclusive means small, poorly fitted or top-dose-only effect, or another doubt; inactive means no such curve, though single readings can be large; an effect the other way counts as inactive or inconclusive. Potency means the concentration at half of the fitted maximal effect.

Below each SMILES – IDH1 R132H inh, rTrxR1 inhibitor, RGS4 inhibitor, Vif-APOBEC3G blk, TrxR1 substrate, USP1-UAF1 inh, 12-LOX inh, Vif-APOBEC3F blk, RXFP1 ag
O=C1CSC(=S)N1N=Cc1ccccc1O
→ -3%, 0%[11.4 µM], ?, -1%, 10%[11.4 µM], -21%, 6.3µM*, 1%, /
CCC(c1nnnn1Cc1ccc(OC)cc1)N(CCCO)Cc1cc2cc3c(cc2[nH]c1=O)OCO3 (stereo not given)
→ 5%, ?, -2%, -2%, 30%, 0%, -15%, -20%, -0.1%
Cc1cc(C)nc(N(C#N)CCOc2ccccc2)n1
→ -2%, 5%[57.1 µM], 17%, 0%, 9%[57.1 µM], -3%, 14%, -5%, 1.2%
COc1ccc(/C=C2\N=C(c3ccccc3)NNC2=O)cc1
→ -10%, 16%, -7%, 2%, -1%, ?, ?, 13%, 0.8%
CCN(C(=O)C(NS(=O)(=O)c1cccc2nsnc12)c1ccccc1)c1ccccc1 (stereo not given)
→ 8%, 11%, 23%, -2%, -10%, -6%, ?, -4%, -2.6%
COc1ccc(-c2csc(N3CCN(Cc4ccc5c(c4)OCO5)CC3)n2)cc1
→ -3%, 9%, 1%, 0%, 12%, -18%, 9%, 1%, 0.4%
CN(Cc1cccs1)C(=O)Cn1cnc2ccccc2c1=O
→ 5%, 21%[57.1 µM], -9%, 0%, -1%[57.1 µM], -14%, 6%, 3%, -1.7%
O=C(Cc1csc(NC(=O)c2ccc(F)cc2)n1)NO
→ -3%, 12%, 27%, 1%, -3%, 1%, -16%, -5%, -0.4%
COCCN(CCOC)C(=O)c1ccc(NS(=O)(=O)c2ccc3[nH]c(=O)[nH]c3c2)cc1
→ 2%, -6%, -5%, 4%, -3%, -5%, 0%, -9%, -3.8%
CSc1nnc(-c2ccccc2)o1
→ 8%, 9%[57.1 µM], 21%, -1%, 7%[57.1 µM], -11%, -1%, -13%, 2.1%
Cc1c(NC(=O)Nc2ccc(F)cc2F)c(=O)n(-c2ccccc2)n1C
→ 0%, 41%, 19%, 1%, 9%, 0%, 7%, -6%, 3.2%
N/C(=N\OC(=O)c1cc(-c2ccccc2)nc2ccccc12)c1ccccn1
→ 6%, 23%, -5%, -1%, 8%, -19%, -10%, -1%, 0.1%
COc1ccc(C2(C)NC(=O)N(CC(=O)Nc3ccc(Br)cc3F)C2=O)cc1OC (stereo not given)
→ -2%, 11%, 2%, 5%, 4%, -22%, 1%, 2%, 0.8%
CC(=O)Nc1cccc(C(=O)OCC(=O)NNC(=O)c2ccc([N+](=O)[O-])cc2)c1
→ 5%, 9%, 23%, -1%, 2%, -7%, 0%, 6%, 2.6%
CCOC(=O)C1(Cc2cccc(OC)c2)CCCN(Cc2cc(OC)c(O)c(OC)c2)C1 (stereo not given)
→ -9%, -15%, -11%, 2%, 3%, -13%, ?, 0%, 0.3%
COC1OC2COC(c3ccccc3)OC2C(=O)C1NC(=O)c1ccccc1 (stereo not given)
→ 4%, 6%[11.4 µM], 4%, 0%, 5%[11.4 µM], -19%, ?, 1%, /
COc1ccc(Cl)cc1NC(=O)C/C(C)=N/NC(=O)CC#N
→ 1%, -24%, -22%, 1%, -2%, -21%, 1%, 7%, 0.5%
Cc1cc(NC(=O)Cn2c(=O)n(Cc3ccccc3)c(=O)c3ccccc32)no1
→ -4%, -5%, -10%, -22%, -1%, -20%, -13%, -3%, 3.4%
CC1(C)NC(=O)N(CCOCCOc2ccc3ccccc3c2Br)C1=O
→ 13%, -9%[57.1 µM], 9%, -7%, 4%[57.1 µM], -18%, ?, 1%, 0.2%
Cc1ccc(N(CC(O)Cn2c3ccccc3c3ccccc32)S(=O)(=O)c2ccc(F)cc2)cc1 (stereo not given)
→ 0%, 32%, 13%, -4%, -3%, -21%, 5%, ?, -0.6%
CCn1c(C)c(C)c2cc(C(=O)Nc3cccc(Cl)c3)ccc21
→ -4%, 32%, -11%[11.4 µM], -4%, 41%, -12%, 0%, -4%, 2.6%
O=C(O)CC(c1ccc(Cl)cc1)N1Cc2ccccc2C1=O (stereo not given)
→ 9%, 6%, 4%[56.9 µM], -14%, 3%, -4%, 0%, -1%, 4.9%
Cc1cccc(C)c1OCC(=O)NNC(=O)CNC(=O)c1ccc(OC(F)F)cc1
→ 0%, -12%, -17%, -6%, -7%, 5%, 173%[activator], 0%, 0.5%
Cc1nn(C)c2c1c(-c1ccccc1)cc(=O)n2CC(=O)NC(C)c1ccccc1 (stereo not given)
→ 7%, 21%[57.1 µM], -43%, -1%, 9%[57.1 µM], -27%, 45µM*, 3%, 0.5%
CC(=N\Nc1ccc(Cl)cc1)/C(=N/O)C(=O)Nc1ccccc1
→ -4%, 1%[57.1 µM], 24%, -18%, -11%, 4%, ?, -9%, 0.5%
O=C(O)c1ccc(NC2=C(N3CCOCC3)C(=O)c3ccccc3C2=O)cc1
→ 4%, ?, -10%, -4%, -5%, 28µM*, ?, -2%, 2.8%
COc1cc(/C=C/c2nnc3c4ccccc4ncn23)cc(OC)c1OC
→ -6%, 9%[57.1 µM], -31%, ?, 16%[57.1 µM], -12%, 27%, -11%, 0.1%
COc1cccc(N2CCN(Cc3nnnn3C3CCCCC3)CC2)c1
→ 5%, 7%, 6%, 3%, 8%, -10%, -3%, -13%, 0.3%
CS(=O)(=O)N1CCC2CC1c1cc(-c3ccccc3)ccc12 (stereo not given)
→ 3%[38.3 µM], 3%, 4%, -3%, -2%, -11%, 0%, -3%, /
Cc1ccc(SCC(=O)OCC(=O)N(C)CC(=O)Nc2ccccc2Cl)cc1C
→ 2%, 14%, -3%, -1%, 2%, -7%, -1%, -5%, -1.0%

Copied from the list.
For Vif-APOBEC3G blk, `O=C1CSC(=S)N1N=Cc1ccccc1O` is listed with -1%
For RXFP1 ag, `COc1ccc(Cl)cc1NC(=O)C/C(C)=N/NC(=O)CC#N` is listed with 0.5%

Continued.
Below each SMILES – IDH1 R132H inh, rTrxR1 inhibitor, RGS4 inhibitor, Vif-APOBEC3G blk, TrxR1 substrate, USP1-UAF1 inh, 12-LOX inh, Vif-APOBEC3F blk, RXFP1 ag
CCC(C)C(=O)N1c2ccccc2C(=C2SC(C(=O)OC)=C(C(=O)OC)S2)C(=S)C1(C)C (stereo not given)
→ 8%, 20%[57.1 µM], -4%, 3%, -9%, -9%, -2%, 1%, -0.7%
COc1ccc(CCNC(=O)/C(=C/c2cccnc2)NC(=O)c2ccccc2)cc1OC
→ 17%, 0%[57.1 µM], -52%, 2%, -1%[57.1 µM], -15%, -3%, -1%, 2.7%
Cn1nc([N+](=O)[O-])nc1Oc1ccccc1
→ -1%, 15%, 22%, 1%, 7%, 0%, 1%, -16%, 0.0%
Cc1cc(NC(=O)CSC2=NS(=O)(=O)c3cc(F)ccc3N2)no1
→ 0%, -1%[57.1 µM], -3%, 0%, -2%[57.1 µM], -20%, ?, 0%, 1.0%
CN(NC(=O)c1ccc(Cl)cc1)c1ncc(C(F)(F)F)cc1Cl
→ 4%, 0%[57.1 µM], -9%, 2%, 4%[57.1 µM], -11%, ?, -6%, -1.3%
Cc1nc2cc(C(=O)NCCN3CCOCC3)ccc2n1-c1ccc(F)cc1F
→ -1%, 17%, -12%, 0%, 17%, -16%, 148%[activator], -8%, 2.5%
CSCCC(NC(=O)COc1ccccc1)C(=O)NCc1cccs1 (stereo not given)
→ -8%, 16%, 37%, 4%, -1%, -6%, /, -12%, 2.9%
CC(=O)NC(Cc1ccc(C)cc1)C(=O)NC1CCN(C(=O)c2ccc([N+](=O)[O-])cc2)CC1 (stereo not given)
→ 0%, 29%, 4%, 0%, 2%, 6%, -3%, -9%, 0.7%
Cc1ccccc1Nc1ccc([N+](=O)[O-])cn1
→ 15%, 3%[57.1 µM], 17%, -1%, -1%[57.1 µM], -1%, 8%, -23%, -0.5%
COc1cc(OC)nc(Oc2ccccc2C(=O)Oc2ccc(C)cc2)n1
→ 1%, 40%, -7%, -2%, 8%, -6%, 9%[57.4 µM], 0%, -0.6%
N#Cc1ccc(OC(=O)c2cc(-c3ccc(Cl)cc3)on2)cc1
→ -7%, -18%, -14%, 1%, -2%, -11%, 0%, 0%, -3.7%
O=C(O)C1CCN(C(=O)CSc2nnc3ccccn23)CC1
→ -8%, 9%, 3%, -8%, 17%, -22%, -18%, 0%, /
CCOc1ccc(S(=O)(=O)Nc2ccc(C(=O)N/N=C(\C)c3ccc(-n4ccnc4)cc3)cc2)cc1
→ -10%, 5%[57.1 µM], 4%, -16%, 8%[57.1 µM], -4%, 13%, -3%, -0.2%

Assay outcomes deposited in PubChem BioAssay by National Center for Advancing Translational Sciences (NCATS).

Only part of the results is shown; rates above refer to the full screens.
